# Mtb FBA inh – Mtb FBA enzyme inhibitors, primary screen, biochemical, fluorescence, strain H37Rv. AID 588726, 2011. purified M. tuberculosis FBA, fluorescence read-out. inhibition, % at 1 µM. hit rate 2.3% among 360,000; in the data active = inhibition above about 27%;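 note: 0% = vehicle and 100% = reference inhibitor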
# Target sequence (P9WQA3 whole entry, looked up): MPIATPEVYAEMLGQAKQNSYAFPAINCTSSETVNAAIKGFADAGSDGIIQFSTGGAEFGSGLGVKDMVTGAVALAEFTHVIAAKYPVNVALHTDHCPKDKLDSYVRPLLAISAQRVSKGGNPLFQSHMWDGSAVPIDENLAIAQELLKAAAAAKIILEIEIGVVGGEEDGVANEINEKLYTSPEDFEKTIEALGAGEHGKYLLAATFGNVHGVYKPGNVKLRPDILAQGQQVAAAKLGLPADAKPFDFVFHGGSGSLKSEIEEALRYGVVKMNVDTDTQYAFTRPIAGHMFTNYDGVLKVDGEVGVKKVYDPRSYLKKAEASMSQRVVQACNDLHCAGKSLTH
# FadD28 binding – inhibitors of FadD28 bisubstrate probe binding, primary screen, biochemical, fluorescence polarization, single point | Mycobacterium tuberculosis FadD28 fatty-acid-AMP ligase | inhibition, % at 12.5 µM | AID 588549, 2011 | hit rate 0.22% among 360,000; in the data active = inhibition above about 8.5%, passing the limit was not always enough; inconclusive = no clear call, values can overlap the other calls
# GDH-TPI counter – GDH-TPI coupling enzyme inhibitors, primary screen, artefact control for M. tuberculosis FBA inhibitor project, biochemical, absorbance, full deck; inhibition, % at 4.8 µM; GDH-TPI coupled enzyme counterscreen, NADH absorbance; hit rate 1.2% among 360,000;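 note: 0% = DMSO wells and 100% = wells lacking the enzyme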
# PrPC TRFRET – inhibitors of human cell surface prion protein PrPC, primary screen, cell-based, TR-FRET. Major prion protein (Homo sapiens), P04156. TR-FRET read-out. inhibition, % at 13.8 µM. hit rate 0.43% among 370,000; in the data active = inhibition above about 24%; note: 0% = median of the test wells and 100% = reference compound wells
# CCHFV vOTU inh – CCHFV vOTU protease inhibitors, primary screen, biochemical, Pep-AMC substrate, fluorescence; Crimean-Congo hemorrhagic fever virus L polyprotein viral ovarian tumor (vOTU) protease …; inhibition, % at 11.5 µM; hit rate 0.55% among 370,000; AID 651958, 2012; note: 0% = vehicle wells with enzyme and 100% = no enzyme wells
# Mtb UGM inh – M. tuberculosis UGM enzyme inhibitors, primary screen, biochemical, fluorescence polarization, single point; hit rate 0.06% among 320,000; AID 504406, 2011; inhibition, % at 10 µM; purified UGM, fluorescence polarization probe displacement; in the data active = inhibition above about 10%, passing the limit was not always enough; inconclusive = no clear call, values can overlap the other calls
# Target sequence (P9WIQ1 whole entry, looked up): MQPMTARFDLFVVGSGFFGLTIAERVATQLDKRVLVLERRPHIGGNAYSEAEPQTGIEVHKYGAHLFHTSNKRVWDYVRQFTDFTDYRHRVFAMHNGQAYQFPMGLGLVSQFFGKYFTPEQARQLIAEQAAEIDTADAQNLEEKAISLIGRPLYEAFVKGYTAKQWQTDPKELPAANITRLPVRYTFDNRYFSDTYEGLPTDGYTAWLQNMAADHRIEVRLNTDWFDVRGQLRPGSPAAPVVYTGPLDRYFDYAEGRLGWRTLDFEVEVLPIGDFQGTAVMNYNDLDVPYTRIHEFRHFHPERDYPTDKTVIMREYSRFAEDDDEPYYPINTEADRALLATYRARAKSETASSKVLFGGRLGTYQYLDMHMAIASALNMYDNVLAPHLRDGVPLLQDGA
# BoNT F protease – BoNT/F light chain protease inhibitors, primary screen, biochemical, flow cytometry, MLPCN library; Multiplex microsphere protease cleavage assay; inhibition, % at 10 µM; hit rate 0.22% among 360,000; AID 588497, 2011; in the data active = inhibition above about 35%, passing the limit was not always enough; inconclusive = no clear call, values can overlap the other calls; note: plate controls were buffer without enzyme for full effect and enzyme alone for no effect
# BoNT A protease – BoNT/A light chain protease inhibitors, primary screen, biochemical, flow cytometry, MLPCN library; hit rate 0.17% among 360,000; AID 588499, 2011; inhibition, % at 10 µM; Botulinum neurotoxin type A light chain protease (Clostridium botulinum A str. ATCC 3502); multiplex microsphere protease substrate cleavage; in the data active = inhibition above about 30%; inconclusive = no clear call, values can overlap the other calls; note: plate controls were buffer without enzyme for full effect and enzyme alone for no effect
# Mtb BioA inh – M. tuberculosis BioA enzyme inhibitors, primary screen, biochemical, plate reader, single point, HTS. 7,8-diaminopelargonic acid synthase BioA (Mycobacterium tuberculosis). purified M. tuberculosis BioA enzyme. inhibition, % at 9.99 µM. hit rate 0.096% among 360,000; in the data active = inhibition above about 40%; inconclusive = no clear call, values can overlap the other calls
# * = called active by the depositor; ? = inconclusive; . = not tested or not shown; & = joins results of further samples. Cut-off read from the data, not from the text of the source, unless noted: active = inhibition above about 30%; inactive = the rest.
1) Cc1ccc(/C=C/C(=O)O)cc1S(=O)(=O)N(CCO)CCO
2) CC(C)NC(=O)N(C)C[C@@H]1Oc2cc(C#Cc3ccccn3)ccc2S(=O)(=O)N([C@@H](C)CO)C[C@H]1C
3) O=C(N/N=C/c1ccc(O)c([N+](=O)[O-])c1)c1ccncc1
4) O=C(CN1CCN(CCO)CC1)Nc1ccc(Cl)cc1C(=O)c1ccccc1
5) O=C(NC(Cc1ccccc1)C(=O)O)/C(=C/c1ccc(Br)cc1)NC(=O)c1ccc(Br)o1 (stereo not drawn)
6) Cc1oc(-c2cccc(Cl)c2)nc1CS(=O)(=O)CC(=O)NCCN1CCOCC1
7) O=[N+]([O-])c1cccc(CN2CCCCCC2)c1
8) CC(C)Cn1c(N)c(C(=O)CSc2ncn[nH]2)c(=O)n(C)c1=O
9) Cc1cccc(CCNC(=O)CCc2nnc(CCc3ccccc3)o2)n1
10) O=C1CC(c2cc3c(cc2Br)OCO3)C2=C(CCCC2=O)N1 (stereo not drawn)

screen / no.,1,2,3,4,5,6,7,8,9,10
Mtb FBA inh,-1,-1,-6,4,3,0,2,0,-1,-4
FadD28 binding,-4.0,-1.3,-0.5,-0.3,-2.6,-1.7,0.0,0.5,-0.8,-4.3
GDH-TPI counter,3,4,23,3,6,-11,-1,4,3,-1
PrPC TRFRET,2,2,-7,-14,-3,4,-10,-4,-3,1
CCHFV vOTU inh,13,19,0,-1,0,-4,7,1,9,0
Mtb UGM inh,-0.4,.,-0.6,-2.1,-0.5,1.3,-0.7,.,-2.6,.
BoNT F protease,-24,-6,-3,-3,-2,5,3,-8,-1,0
BoNT A protease,-0.4,0.1,0.2,-0.5,1.6,0.2,-2.2,-2.5,0.0,0.0
Mtb BioA inh,-2.9,3.9&8.6&1.5,.,-0.2,-3.5,-0.1,-1.8,-0.6,.,.

# Screen by screen, from the results shown:
# BoNT F protease, nos. 1–5: -24, -6, -3, -3, -2
# BoNT A protease, nos. 1–5: -0.4, 0.1, 0.2, -0.5, 1.6
# PrPC TRFRET, nos. 1–5: 2, 2, -7, -14, -3

# Additional entries follow:
11) COc1cccc2cc(C(C)N(CCCN3CCOCC3)C(=S)Nc3c(C)cccc3C)oc12 (stereo not drawn)
12) O=C(O)Cc1csc(-c2ccccc2)n1
13) CCC1(CC)SC(N)=NC1=O
14) Cc1cc(C(=O)OCC(=O)Nc2ccc(F)cc2)c(C)n1C1CC1
15) CCOc1ccc2oc(=O)cc(CN3CCN(C(=O)c4ccco4)CC3)c2c1
16) Nc1cc(=O)[nH]c(SCC(=O)Nc2nnc(-c3ccccc3)s2)n1
17) CSCCC(NC(=O)c1ccco1)C(=O)N1CC=C(c2ccccc2)CC1 (stereo not drawn)
18) C=CS(=O)(=O)c1ccc(Oc2ccc(S(=O)(=O)C=C)cc2)cc1
19) CCN(CC)CCN(C(=O)/C=C/c1cccs1)c1nc2ccc(OC)cc2s1
20) CCOC(=O)c1c(C)c(C(=O)NCc2cccnc2)c(C)n1CC

screen / no.,11,12,13,14,15,16,17,18,19,20
Mtb FBA inh,0,0,0,-1,5,2,0,0,-3,0
FadD28 binding,-0.9,?,-0.9,-2.5,-1.6,-5.4,-0.5,-4.6,-1.2,-3.4
GDH-TPI counter,-1,7,7,-7,8,3,6,-6,1,9
PrPC TRFRET,-1,-6,-9,5,2,-2,-12,64*,0,-2
CCHFV vOTU inh,-8,-3,11,10,-5,-4,7,-12,-13,-5
Mtb UGM inh,0.3,-0.4,.,0.0,3.0,-1.7,-1.8,0.6,.,0.1
BoNT F protease,-2,-1,-6,0,0,-2,-1,-3,4,1
BoNT A protease,-0.7,-0.3,-1.3,1.4,-1.4,0.3,-1.8,1.0,0.4,?
Mtb BioA inh,1.5,.,-0.9,-0.1,-0.6,.,-0.2,.,-2.2,.

21) CC1CCN(S(=O)(=O)c2ccc(C(=O)N3CCOCC3)cc2)CC1
22) O=c1cc(-c2ccccc2)[nH]c2ccccc12
23) CCN1C[C@@H]2[C@@H]3C(=O)N(Cc4ccccc4)C(=O)[C@@H]3[C@](C)(C1=O)N2C(=O)c1ccc(Br)cc1
24) CCOc1cccc(/C=C(/C#N)c2nc3ccccc3[nH]2)c1OCC(=O)O
25) CC(N)Cc1c[nH]c2cc3c(cc12)OCCO3 (stereo not drawn)
26) c1ccc2c(c1)[nH]c1cnccc12
27) O=C(NC1CCCCC1)C(c1ccccn1)N(C(=O)Cc1cccs1)c1ccc(Cl)cc1 (stereo not drawn)
28) COc1ccc(C)cc1S(=O)(=O)N1c2ccc(C)cc2C2CN(C)CCC21 (stereo not drawn)
29) COc1ccc(/C=C/C(=O)N2CC(C)OC(C)C2)cc1OC (stereo not drawn)
30) COc1cccc(NC(=O)CSc2nc3ccccc3n2C)c1

screen / no.,21,22,23,24,25,26,27,28,29,30
Mtb FBA inh,1,4,-2,2,4,37*,-2,1,4,0
FadD28 binding,-2.9,-0.6,-4.5,-3.2,-0.1,-0.8,-2.0,-1.2,?,-3.1
GDH-TPI counter,-8,11,-12,29,3,17,0,4,29,0
PrPC TRFRET,-4,2,-2,2,1,8,-1,-3,-4,4
CCHFV vOTU inh,9,-4,3,-2,10,-49,2,-1,-11,1
Mtb UGM inh,-2.0,-0.5,.,6.3,-1.7,-2.4,-0.2,.,-2.9,-4.6
BoNT F protease,1,6,-1,-3,-31,-12,1,6,?,-4
BoNT A protease,0.2,1.5,0.1,5.4,2.5,-0.2,-0.8,1.0,0.4,-1.0
Mtb BioA inh,-0.6,2.8,1.2,-1.9,-1.7,0.1,0.2,-1.2,-2.3,.

31) COC(=O)c1ccc(Cn2nc(C)c([N+](=O)[O-])c2C)o1
32) CCOC(=O)[C@H]1[C@H]2COc3cc(OC)ccc3[C@@H]2N2C(=O)CN(Cc3ccco3)C(=O)[C@@]12C
33) CC(c1ccco1)N(Cc1ccco1)C(=O)Nc1ccccc1 (stereo not drawn)
34) CC(C)(C)OC(=O)NCCCC[C@H](NC(=O)c1[nH]cnc1C(=O)Nc1ccccc1)C(=O)OC(C)(C)C
35) COc1cc(/C=N/NC(=O)CCN2CCN(C(c3ccccc3)c3ccccc3)CC2)ccc1O
36) CC(C)(C)NC(=O)NC(=O)CN1c2cccc3cccc(c23)S1(=O)=O
37) N#Cc1c(Nc2ccccc2)sc(C(=O)c2ccc(F)cc2)c1N
38) COc1ccc([C@H]2C[C@H](n3cc(C4CC4)nn3)[C@@H](O)CN2CC2CCCCC2)cc1
39) CCOC(=O)/C(C)=N/NC(=O)c1ccc([N+](=O)[O-])cc1
40) C=C1N(c2cccc(Cl)c2)C(=O)OC1(C)C

screen / no.,31,32,33,34,35,36,37,38,39,40
Mtb FBA inh,-1,6,4,-3,-1,13,-4,-1,-3,-4
FadD28 binding,0.5,-1.3,0.3,-6.3,-3.7,0.7,1.3,-4.2,-2.3,-3.4
GDH-TPI counter,-1,9,0,-3,9,23,13,1,5,-8
PrPC TRFRET,-9,-7,-2,4,5,-3,0,3,-11,1
CCHFV vOTU inh,-5,5,34*,23,-4,-12,8,8,-2,0
Mtb UGM inh,-0.3,1.4,-1.1,0.4,1.0,0.7,0.9,.,2.9,0.1
BoNT F protease,8,-14,-2,5,1,17,-6,-4,-3,-2
BoNT A protease,-0.6,-1.1,0.0,0.0,-0.8,3.0,-1.2,-0.2,-0.8,-0.4
Mtb BioA inh,.,1.3,0.1,-0.2,.,0.1,.,-0.3,.,-0.1

41) CCOC(=O)CNC(=O)CCNS(=O)(=O)c1ccc2c(c1)c(=O)n(C)c(=O)n2C
42) CCCCNC(=O)CCc1c(C)nc2nc(-c3cc(OC)cc(OC)c3)nn2c1C
43) COc1ccc(NC(=O)C2=C(C)NC(=O)NC2c2cccc(OC)c2OC)c(OC)c1 (stereo not drawn)
44) O=C(N/N=C/c1c[nH]c2ccccc12)c1cccc([N+](=O)[O-])c1
45) C=CCN(CC=C)C(=O)Nc1cc(OC)ccc1OC
46) COc1ccc(Cl)cc1NC(=O)COC(=O)CNC(=O)C1CCCCC1
47) O=C(Nc1ccncc1)C1CC1c1ccccc1 (stereo not drawn)
48) O=[N+]([O-])c1nn(-c2ccc(Cl)cc2)n(O)c1=NCc1cccnc1
49) CCOC(=O)c1cc([N+](=O)[O-])c([N+](=O)[O-])cc1NC(C)=O
50) O=C(NCc1ccccc1CN1CCCC1)c1ccc(OCc2cscn2)cc1

screen / no.,41,42,43,44,45,46,47,48,49,50
Mtb FBA inh,1,2,1,0,2,2,0,3,1,-3
FadD28 binding,0.5,0.9,-1.7,-2.0,-2.1,-1.3,0.5,-1.2,-1.1,-0.5
GDH-TPI counter,6,-3,-7,29,1,5,4,14,5,6
PrPC TRFRET,8,5,1,-16,6,2,10,-40,-18,-9
CCHFV vOTU inh,-5,5,-7,16,8,6,3,2,-3,-9
Mtb UGM inh,1.0,-4.7,1.2,1.6,-1.6,0.2,-2.0,1.4,0.0,1.6
BoNT F protease,6,20,0,-1,-13,-2,-11,-13,-1,-2
BoNT A protease,1.0,2.6,?,-0.2,-3.1,0.1,0.2,-0.4,1.3,-0.2
Mtb BioA inh,-1.2,-0.3,-0.1,0.8,.,-0.7,-1.0,-0.9,-2.6,-0.4

# Compound profiles, as listed above. Screens in order: Mtb FBA inh	FadD28 binding	GDH-TPI counter	PrPC TRFRET	CCHFV vOTU inh	Mtb UGM inh	BoNT F protease	BoNT A protease	Mtb BioA inh
# COc1ccc(NC(=O)C2=C(C)NC(=O)NC2c2cccc(OC)c2OC)c(OC)c1 (stereo not drawn) as listed: 1	-1.7	-7	1	-7	1.2	0	?	-0.1
# O=C(Nc1ccncc1)C1CC1c1ccccc1 (stereo not drawn) as listed: 0	0.5	4	10	3	-2.0	-11	0.2	-1.0
# COc1ccc(Cl)cc1NC(=O)COC(=O)CNC(=O)C1CCCCC1 as listed: 2	-1.3	5	2	6	0.2	-2	0.1	-0.7
# C=CCN(CC=C)C(=O)Nc1cc(OC)ccc1OC as listed: 2	-2.1	1	6	8	-1.6	-13	-3.1	.

# Following part:
51) COc1ccc(N2C(=O)CC(c3cc(OC)c(OC)c(OC)c3)CC2=O)cc1
52) O=C(Nc1cccc(F)c1)C1CCN(C(=O)c2ccccc2Cl)CC1
53) Cc1ccc(/C(=N/Nc2nc3ccccc3s2)C2=C(O)c3ccccc3C2=O)cc1
54) CC(=O)c1c(C)[nH]c(C(=O)OCC(=O)Nc2cc(C(F)(F)F)ccc2N2CCOCC2)c1C
55) COc1ccc(NC(=O)NCCC2=CCCCC2)cc1
56) O=C(c1cn(-c2ccccc2)nc1-c1cccnc1)N1CCCCC1
57) CNC(=O)c1sc(-c2cccs2)nc1C
58) O=C(Oc1ccc(-c2ccccc2)cc1)c1ccco1

screen / no.,51,52,53,54,55,56,57,58
Mtb FBA inh,0,0,1,1,-2,-4,22,0
FadD28 binding,-3.2,-2.6,?,-4.8,-2.7,-2.0,-1.5,0.1
GDH-TPI counter,-10,8,8,11,-5,6,14,7
PrPC TRFRET,-3,2,-5,-4,13,-5,-17,2
CCHFV vOTU inh,-10,5,-1,24,-5,6,-11,9
Mtb UGM inh,0.8,-0.1,0.3,-0.2,-0.6,-1.4,-1.0,.
BoNT F protease,?,-1,-12,-1,-5,6,-2,-3
BoNT A protease,1.7,-1.0,0.1,0.3,-1.1,-0.4,-0.7,-0.1
Mtb BioA inh,0.1,28,.,12,.,1.2,1.6,0.6

# Assay outcomes deposited in PubChem by several laboratories.
